Assay outcomes from PubChem BioAssay.
JMJD2A Tudor inh: inhibitors of human JMJD2A Tudor domain; O75164; AlphaScreen JMJD2A-Tudor / H3K4me3 peptide binding; Potency, µM (titrated, usually from 114 µM), for inactives: at the top dose activity change, negative = inhibition, most hits filed as inhibitors; actives 4.4% (n = 390,000); AID 504339; further: on the % scale 0 is the no-effect control and ±100 the full control effect; nearly all actives have a fitted effect of over 50% in size
Tb PGK inh: T. brucei PGK inhibition | P07378 | PGK/GAPDH coupled, Kinase-Glo luminescence, 60 min | Potency, µM (doses to about 57.5 µM), for the others: top-dose activity change, negative = inhibition, actives largely listed as inhibitors | actives 0.043% (n = 380,000) | AID 602233; further: on the % scale 0 is the no-effect control and ±100 the full control effect; nearly all actives have a fitted effect of over 60% in size
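Luminescent ATP detection (Kinase-Glo Plus) follows a 60-minute room-temperature incubation, with wells lacking PGK as controls. Buffer: 100 mM TEA (pH 7.6), 5 mM MgCl2, 0.01% Tween-20. Coupling enzyme GAPDH (100 nM final) supplies unstable 1,3-BPG in-well.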
GLS inh: glutaminase GLS (human) inhibition; O94925; GLS enzymatic activity, qHTS titration; Potency, µM (top dose mostly 45.5 µM), without a hit: top-dose activity change, negative = inhibition, actives largely listed as inhibitors; actives 0.21% (n = 410,000); AID 624170; further: on the % scale 0 is the no-effect control and ±100 the full control effect
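Compounds were pin-transferred onto hKGA, after which L-glutamine (1 mM solution) and a detection mix of glutamate oxidase, HRP and Amplex Red were added. Initial and 30 min RT fluorescence reads were collected.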
HP1b binding inh: inhibitors of HP1-beta chromodomain binding to methylated histone tails; P83916; AlphaScreen HP1-beta / biotin-H3K9me3 peptide binding; Potency, µM (titrated, usually from 114 µM), without a hit: at the highest dose activity change, negative = inhibition, usual class: inhibitors; actives 0.56% (n = 390,000); AID 540317; further: nearly all actives have a fitted effect of over 70% in size; inactives centre near 23
Target sequence (P83916 whole entry, looked up): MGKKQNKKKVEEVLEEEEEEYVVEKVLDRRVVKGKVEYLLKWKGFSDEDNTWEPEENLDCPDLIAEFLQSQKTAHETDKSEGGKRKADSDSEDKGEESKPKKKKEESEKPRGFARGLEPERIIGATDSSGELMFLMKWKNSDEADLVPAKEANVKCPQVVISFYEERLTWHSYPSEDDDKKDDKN
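HP1-beta protein (50 nM final) preincubated 30 min at room temperature with biotinylated H3(1-18)K9me3 peptide (50 nM) in PBS pH 7.4, 0.01% Tween-20, then compound added for 30 min. AlphaScreen streptavidin donor/nickel chelate acceptor beads (10 ug/mL final), 30 min dark, luminescence read.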
ERG-DNA inh: ERG Ets/DNA interaction inhibition | actives 0.028% (n = 370,000) | fluorescence polarization, His-ERG Ets domain / labelled DNA | Potency, µM (top dose mostly 76.9 µM), inactives show at the top dose FP activity, negative = inhibition, usual class: inhibitors | P11308; active means well fitted inhibition curve with a large enough effect in the polarisation, with a control signal flat; inconclusive means small, poorly fitted or top-dose-only effect, or effect the other way, or a change in a side signal; inactive means no such curve, though single readings can be large or run the other way; the % refers to the polarisation;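 further: polarization taken with two DNA probes labelled with fluorescein and Texas red; % of control where 0% means no effect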
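His-tagged ERG Ets domain (1 uM in the protein solution; 300mM KCl, 50mM Tris-HCl, 1mM EDTA, 1mM DTT, pH 7.5) received compound, then a probe mix of 5 nM fluorescein-DNA and 100nM Texas-615-DNA. Fluorescence polarization was read for both dyes.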
ALOX12 inh: blocks human arachidonate 12S-lipoxygenase | purified 12hLO, xylenol orange hydroperoxide absorbance | Potency, µM (top dose mostly 108 µM), without a hit: at the top dose activity change, negative = inhibition, most hits filed as inhibitors | actives 1.1% (n = 580,000); further: on the % scale 0 is the no-effect control and ±100 the full control effect
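Hydroperoxide product was detected by ferrous iron/xylenol orange as the 573 to 405 nm absorbance ratio. Arachidonic acid at 40 uM (final) was turned over for 30 min at room temperature by 150 nM human 12hLO, pH 7.0 Hepes buffer, after 15 min compound preincubation.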
rTrxR1 inhibitor: inhibitors of rat thioredoxin reductase 1; O89049; recombinant rTrxR1, NADPH fluorescence consumption, selenite substrate; Potency, µM (doses to about 114 µM), inactives show top-dose activity change, negative = inhibition, hits mostly inhibitors; actives 1% (n = 390,000); AID 588453; further: on the % scale 0 is the no-effect control and ±100 the full control effect; nearly all actives have a fitted effect of over 65% in size
Target sequence (O89049 whole entry, looked up): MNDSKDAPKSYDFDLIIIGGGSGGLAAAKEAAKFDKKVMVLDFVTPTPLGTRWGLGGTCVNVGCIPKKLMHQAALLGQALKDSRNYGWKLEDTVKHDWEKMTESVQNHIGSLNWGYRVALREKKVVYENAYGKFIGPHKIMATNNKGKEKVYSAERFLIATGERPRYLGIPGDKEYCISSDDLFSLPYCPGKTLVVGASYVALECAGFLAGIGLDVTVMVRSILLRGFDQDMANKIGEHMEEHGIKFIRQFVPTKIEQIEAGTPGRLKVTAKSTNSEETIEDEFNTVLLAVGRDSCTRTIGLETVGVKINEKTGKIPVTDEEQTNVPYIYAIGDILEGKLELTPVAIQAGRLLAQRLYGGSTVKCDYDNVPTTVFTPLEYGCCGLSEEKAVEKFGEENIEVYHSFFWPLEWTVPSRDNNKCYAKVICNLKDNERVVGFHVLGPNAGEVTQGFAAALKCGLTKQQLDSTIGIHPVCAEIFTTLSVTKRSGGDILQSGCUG
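Rat TrxR1 (90 nM in the dispensed reagent) was pre-reduced with 400 uM NADPH for 5 min at room temperature, then incubated with compound for 15 min. After 400 uM selenite was added, NADPH fluorescence (Ex 340/Em 450 nm) was followed for 8 min.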
RGS4 inh: human RGS4 inhibition; AID 504845; P49798; Transcreener GDP fluorescence polarization, RGS4-accelerated GTP hydrolysis; Potency, µM (titrated, usually from 114 µM), inactives show at the top dose activity change, negative = inhibition, hits mostly inhibitors; actives 0.039% (n = 390,000); further: on the % scale 0 is the no-effect control and ±100 the full control effect; nearly all actives have a fitted effect of over 75% in size; some results filed as inactive show a strong effect at the top dose
Target sequence (P49798 whole entry, looked up): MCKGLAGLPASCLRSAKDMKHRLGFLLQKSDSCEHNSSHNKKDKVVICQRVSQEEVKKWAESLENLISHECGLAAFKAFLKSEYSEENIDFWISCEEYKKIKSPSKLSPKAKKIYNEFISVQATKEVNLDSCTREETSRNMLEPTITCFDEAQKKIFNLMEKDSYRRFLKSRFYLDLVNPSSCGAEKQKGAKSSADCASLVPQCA
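MLSMR compounds (23 nl, pin-transferred) preincubated 10 min at room temperature with a 500nM (2x) first reagent, then RGS4 at 900nM (2x) plus Transcreener GDP mix added; fluorescence polarization (620/688 nm) read before and after 90 min at 30 °C.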
Pin1 inhibitor: inhibitors of human Pin1; Pin1 FP peptide displacement, HiFluor488, 10 min; Potency, µM (highest dose often 115 µM), for the others: at the top dose activity, negative = inhibition, most hits filed as inhibitors; Q13526; actives 0.009% (n = 390,000); active means well fitted inhibition curve with a large enough effect in the polarisation, with a control signal flat, not every such curve was filed as active; inconclusive means small, poorly fitted or top-dose-only effect, or effect the other way, or a change in a side signal; inactive means no such curve, though single readings can be large or run the other way; the % refers to the polarisation; further: on the % scale 0 is the no-effect control and ±100 the full control effect
Target sequence (Q13526 whole entry, looked up): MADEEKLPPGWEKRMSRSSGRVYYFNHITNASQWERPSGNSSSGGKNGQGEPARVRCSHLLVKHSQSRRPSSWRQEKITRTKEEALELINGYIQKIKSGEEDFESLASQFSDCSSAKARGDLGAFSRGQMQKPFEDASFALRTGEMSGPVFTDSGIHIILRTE
An asterisk follows results filed as active; i = inactive; u = inconclusive; x = not tested or not shown; & = joins results of further samples; [ ] = another dose, or the depositor's remark. Unless noted, the call rests on the fitted dose curve; in most records, active means well fitted curve in the direction sought with a large enough effect; inconclusive means small, poorly fitted or top-dose-only effect, or another doubt; inactive means no such curve, though single readings can be large; an effect the other way counts as inactive or inconclusive. Potency means the concentration at half of the fitted maximal effect. An excerpt. The share of hits here may be higher or lower than overall.

item | JMJD2A Tudor inh | Tb PGK inh | GLS inh | HP1b binding inh | ERG-DNA inh | ALOX12 inh | rTrxR1 inhibitor | RGS4 inh | Pin1 inhibitor | molecule
1 | -13% | -2% | 0% | 4% | 0% | -25% | 31%[activator] | 20% | -3% | COc1ccc(-n2c(=O)c3ccc(C(=O)NCc4ccc(C)cc4)cc3n(Cc3ccc(F)cc3Cl)c2=O)cc1
2 | -7% | -8% | -1% | 9% | 2% | 462%[activator] | 25% | 23% | 0% | Cc1nn(-c2ccccc2)c(C)c1C=O
3 | u | i | 13% | -13% | 5% | u | 16%[57.1 µM] | -28% | 2% | COc1ccc(/C=N/NC(=O)c2cc(C34CC5CC(CC(C5)C3)C4)[nH]n2)cc1O
4 | -18% | -5% | -10% | 13% | 4% | -14% | 14% | 19% | -6% | Cc1nnc(SCC(=O)Nc2ccc(Br)cc2)[nH]c1=O
5 | -4% | 2% | -4% | 44%[activator] | 1% | 444%[activator] | 31% | 0% | 2% | CCOC(=O)N1CCN(C(=O)CSc2nnc(Cn3c(=O)sc4ccccc43)n2C)CC1
6 | 6% | -1% | -14% | 40%[activator] | -1% | -14% | 12%[57.1 µM] | -22% | 5% | CCOC(=O)/C=c1\s/c(=C\c2ccc(C#N)cc2)c(=O)n1CC(=O)NCc1ccco1
7 | 0% | 0% | 2% | 22% | 1% | -15% | -7% | 17% | -4% | COc1ccc(C2C(C(=O)N3CCN(c4ccccn4)CC3)CCC(=O)N2c2ccc(OC)cc2)cc1 (centres undefined)
8 | -30% | -4% | 10% | 21% | -6% | 1% | 18% | 38% | -4% | CCOc1ccc(C(C)=O)cc1CN1c2ccc(S(N)(=O)=O)cc2CC1C (centres undefined)
9 | -19% | 1% | 19% | 22% | 7% | -13% | 7%[57.1 µM] | -22% | -7% | CC(=O)n1cc([C@H]2C=C(C(N)=O)O[C@@H](OCc3ccc(CO)cc3)C2)c2ccccc21
10 | -2% | -3% | -7% | 54%[activator] | 5% | -10% | -2% | -6% | -2% | Oc1ccc(Br)cc1-c1cc(-c2ccc(Cl)cc2)n[nH]1
11 | 14% | -1% | 4% | 69%[activator] | 2% | -24% | -7% | -5% | 0% | CCCNC(=O)c1ccc2c(=O)c(O)c(-c3cccc(Br)c3)[nH]c2c1
12 | -5% | -7% | 3% | 22% | 4% | -19% | -7% | 5% | 8% | O=C(Cn1c(=O)c(=O)n(Cc2ccccc2)c2ccc(Cl)cc21)Nc1cccc(F)c1
13 | -12% | 5% | 3% | 23% | -2% | -17% | -10% | 5% | 8% | O=C(N=C1c2ccccc2CN1c1ccc(F)cc1)c1ccc(Cl)nc1
14 | -10% | -3% | -4% | 24% | 1% | 402%[activator] | 33% | 15% | -1% | COc1ccc(C(=O)NCCOc2ccccc2)cc1S(=O)(=O)N1CCOCC1
15 | 6% | -5% | 0% | 13% | 2% | 1% | 14%[57.1 µM] | 34% | 0% | OCCN1CCN(C(=S)NC2CCCC2)CC1
16 | u | i | 6% | 9% | 23% | -16% | 18% | 5% | -1% | CCOC(=O)c1sc(NC(=O)CNCc2ccccn2)c(C(=O)OCC)c1C
17 | u | -9% | 23% | -13% | 1% | u | 4%[57.1 µM] | u | 0% | CCOC(=O)C1=C(CC)Nc2ccccc2N/C1=N\S(=O)(=O)c1cc(Br)ccc1Br
18 | -12%&-11% | i | -2%&2% | 6%&17% | -4%&0% | 5%&-16% | 21%&4% | -25%&25% | -5%&0% | COc1ccc(CNC(=O)C2CCN(C(=O)N3CCOc4ccc(C)cc43)CC2)cc1
19 | 8% | i | -8% | 35% | 4% | x | -10% | -15% | -2% | CC(Sc1nc2ccccc2s1)C(=O)Nc1ccc2c(c1)OCO2 (centres undefined)
20 | -9% | i | 1% | -5% | 13% | -27% | 35%[activator][57.1 µM] | 6% | 0% | CC(Sc1nc(O)c(-c2ccccc2)c(=O)[nH]1)C(=O)Nc1ccc(Cl)cc1 (centres undefined)

Next part, overlapping the part above by 2 compounds.
item | JMJD2A Tudor inh | Tb PGK inh | GLS inh | HP1b binding inh | ERG-DNA inh | ALOX12 inh | rTrxR1 inhibitor | RGS4 inh | Pin1 inhibitor | molecule
19 | 8% | i | -8% | 35% | 4% | x | -10% | -15% | -2% | CC(Sc1nc2ccccc2s1)C(=O)Nc1ccc2c(c1)OCO2 (centres undefined)
20 | -9% | i | 1% | -5% | 13% | -27% | 35%[activator][57.1 µM] | 6% | 0% | CC(Sc1nc(O)c(-c2ccccc2)c(=O)[nH]1)C(=O)Nc1ccc(Cl)cc1 (centres undefined)
21 | 14%[11.4 µM] | -4% | -11% | -18% | 4% | 0% | 22%[57.1 µM] | -29%[11.4 µM] | -1% | CCOC(=O)c1ccc(COc2nc3ccccc3nc2-c2ccccc2NC(C)=O)o1
22 | 3% | 6% | 4% | 40% | 8% | -2% | 10%[57.1 µM] | 2% | -9% | O=C(NCCc1ccccc1)C1(c2ccccc2)CCCC1
23 | -5% | i | -6% | 23%[57 µM] | -21% | u | 7% | -15% | -3% | Cc1nn(CC(=O)Nc2ccc(S(=O)(=O)N(C)C)cc2)c(C)c1[N+](=O)[O-]
24 | -16% | 5% | 1% | 38% | -12% | 2% | -7% | -24% | -4% | CCOC(=O)N1CCN(CC(O)COCc2ccc(OC)c(OC)c2)CC1 (centres undefined)
25 | 8% | x | -1% | 56%[activator] | 12% | -14% | 19% | -23% | 3% | Cc1cccc(C)c1Nc1ncnc2ccccc12
26 | 7% | i | -8% | 51%[activator] | -2% | 6% | 11% | -1% | 6% | Cc1ccc(Cl)cc1Nc1nc2ccccc2c2nncn12
27 | -19% | i | -9% | 11% | 5% | -17% | 33% | -18% | 2% | Cc1ccc(CCNC(=O)c2ccc3c(c2)N(Cc2cc(C)ccc2C)C(=O)c2ccccc2S3=O)cc1 (centres undefined)
28 | -8% | -5% | -2% | 15% | -4% | -3% | 27%[57.1 µM] | 11% | 0% | COc1ccc(C(=O)NC(C)c2nnc(SCC(=O)NC3CCCCC3)n2C)cc1 (centres undefined)
29 | -12% | 6% | 18% | 34% | 1% | 1% | 0% | 17% | 1% | COCCN(CCOC)S(=O)(=O)c1ccc(/C(O)=C(\C#N)c2nc3ccccc3[nH]2)cc1
30 | -12% | i | -5% | 11% | -3% | u | 16%[57.1 µM] | 4% | 5% | CC(=O)c1cc2c(cc1N/C(=N/S(=O)(=O)c1ccc(Cl)cc1)c1ccc(F)cc1)OCO2
31 | -16% | i | -6% | 46%[activator] | 7% | -5% | 29% | -1% | -1% | CCCCOc1ccc(C(=O)NNC(=O)c2cnccn2)cc1OC
32 | u | -1% | 20% | u | 3% | -15% | -18% | -27% | u | Cn1cccc1/C=C1\SC(=S)N(NC(=O)c2ccccc2O)C1=O
33 | 56µM* | -4% | 2% | -33% | -3% | -9% | -13% | u | 28% | CCOc1ccccc1Nc1nc(-c2cccc(Cl)c2)c2c(n1)-c1ccccc1OC2
34 | u | -14% | u | -10% | 5% | -10% | 8%[57.1 µM] | -2% | -8% | C/C(=N\Nc1cccc(C(=O)O)c1)c1cc2ccccc2o1
35 | -29% | i | -16% | 22% | 2% | 6% | 10% | 7% | 9% | Cc1ccc(-c2noc(CSc3nnc(Cc4cccs4)n3-c3ccccc3)n2)cc1
36 | -15% | -12% | 0% | -1% | 13% | u | 18% | 17% | 1% | C[C@H]1COC(=O)[C@@H](Cc2ccc(F)cc2)C/C=C\C[C@H](CC(=O)NCCO)C(=O)N1
37 | -10%[11.4 µM] | 5% | -1% | -7% | -1% | 0% | 8%[57.1 µM] | -4%[11.4 µM] | 0% | O=C(CN(C(=O)CCC(=O)Nc1ccccn1)c1ccc2c(c1)OCCO2)NCCc1ccccc1
38 | 50µM* | -19% | -8% | 18% | 0% | x | -31% | u | x | O=c1nc2s/c(=C\c3ccco3)c(=O)n2nc1Cc1ccccc1
39 | 4% | -9% | 3% | 34% | 6% | -22% | -3% | -19% | 0% | COc1ccccc1N(CC(=O)N1CCC(C)CC1)S(=O)(=O)c1ccc(C)cc1
40 | -14% | -8% | -1% | 10% | -5% | -16% | 2% | 24% | -10% | CC(=O)Nc1ccc(S(=O)(=O)N(C)CC(=O)OCC(=O)Nc2ccc3c(c2)OCO3)cc1
41 | -12% | i | 3% | 25% | -1% | -5% | 12%[57.1 µM] | -23% | 4% | CCOC(=O)N1CCC(NC(=O)c2cc(C(=O)Nc3cccc(OC)c3)ccc2CO)CC1
42 | 15% | -1%[11.5 µM] | -12% | 69%[activator] | x | 5% | 9% | -8% | 2% | CC1=CC(C)(C)N(S(=O)(=O)c2ccc(C)cc2)c2ccc(C)cc21
43 | -10% | i | -17% | 37% | -2% | 33%[activator] | 9% | -32% | -8% | Cc1ccccc1NC(=S)N1CCN(c2ccccc2C)CC1
44 | -20% | i | 9% | 20% | -2% | -2% | 1% | 2% | 0% | CC(C)Cn1c(N)c(C(=O)COC(=O)c2ccccc2F)c(=O)n(C)c1=O
45 | -30% | -5% | u | 28% | 2% | u | 40%[2.29 µM] | u | -14% | CCn1c2ccc(C)cc2c2n[nH]c(=S)nc21
46 | -24% | -3% | -3% | 22% | 4% | 0% | 13% | -5% | -7% | CC(C)C(O)(c1ccccc1)C(CN1CCOCC1)c1ccccc1 (centres undefined)
47 | -13% | 10% | 1% | 0% | 2% | -14% | 1% | -12% | 7% | Cc1c(NC(=O)c2ccc3c(c2)OCO3)cccc1-c1nc2ncccc2o1
48 | 21%[57.1 µM] | -2% | 2% | 20% | 0% | 0% | 17%[57.1 µM] | -14%[11.4 µM] | -8% | CN1CCN(C(=O)c2cc(-c3ccco3)on2)CC1
